Screening results from PubChem BioAssay.
E coli Lon inh: inhibits E. coli Lon protease. P0A9M0. purified E. coli Lon protease, fluorescence polarization. inhibition, % at 7.94 µM. 360,000 compounds, 0.42% hits; in the data active = inhibition above about 13%, passing the limit was not always enough;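 note: 0% = enzyme with probe and DMSO and 100% = no enzyme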
MT1-MMP act inh: MT1-MMP (human) activation inhibition. HT1080 RFP-PRO-GFP cells, GFP/RFP ratio fluorescence, overnight; percent of plate control window, DMSO zero. P50281. AID 651647. GFP/RFP ratio change, % at 20 µM. 360,000 compounds, 0.061% hits;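 active = GFP/RFP ratio change of at least 30% with cell ATP level not reduced by more than half and red fluorescence within 50% of control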; note: strong numbers were not always called active
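Assay system: HT1080 cells carrying an RFP-PRO-GFP reporter | Dosing: Single dose of 20 µM compound, 1% DMSO final | Incubation: Cells overnight before dosing, compound overnight, 37 °C, 5% CO2 | Evaluation: GFP/RFP fluorescence ratio | Control set: DMSO and RFP-L50D-GFP cell wells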
FAS TE block: inhibitors of human fatty acid synthase thioesterase domain; P49327; recombinant FAS-TE, OMFH fluorogenic substrate, fluorescence endpoint; inhibition, % at 15 µM; 360,000 compounds, 0.67% hits;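 active = compounds whose normalised, plate-corrected inhibition of enzyme fluorescence in the single-dose primary screen is 50% or more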;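 note: 0% = DMSO with enzyme and 100% = substrate without enzyme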
Target sequence (P49327 whole entry, looked up, the tested form may be a part): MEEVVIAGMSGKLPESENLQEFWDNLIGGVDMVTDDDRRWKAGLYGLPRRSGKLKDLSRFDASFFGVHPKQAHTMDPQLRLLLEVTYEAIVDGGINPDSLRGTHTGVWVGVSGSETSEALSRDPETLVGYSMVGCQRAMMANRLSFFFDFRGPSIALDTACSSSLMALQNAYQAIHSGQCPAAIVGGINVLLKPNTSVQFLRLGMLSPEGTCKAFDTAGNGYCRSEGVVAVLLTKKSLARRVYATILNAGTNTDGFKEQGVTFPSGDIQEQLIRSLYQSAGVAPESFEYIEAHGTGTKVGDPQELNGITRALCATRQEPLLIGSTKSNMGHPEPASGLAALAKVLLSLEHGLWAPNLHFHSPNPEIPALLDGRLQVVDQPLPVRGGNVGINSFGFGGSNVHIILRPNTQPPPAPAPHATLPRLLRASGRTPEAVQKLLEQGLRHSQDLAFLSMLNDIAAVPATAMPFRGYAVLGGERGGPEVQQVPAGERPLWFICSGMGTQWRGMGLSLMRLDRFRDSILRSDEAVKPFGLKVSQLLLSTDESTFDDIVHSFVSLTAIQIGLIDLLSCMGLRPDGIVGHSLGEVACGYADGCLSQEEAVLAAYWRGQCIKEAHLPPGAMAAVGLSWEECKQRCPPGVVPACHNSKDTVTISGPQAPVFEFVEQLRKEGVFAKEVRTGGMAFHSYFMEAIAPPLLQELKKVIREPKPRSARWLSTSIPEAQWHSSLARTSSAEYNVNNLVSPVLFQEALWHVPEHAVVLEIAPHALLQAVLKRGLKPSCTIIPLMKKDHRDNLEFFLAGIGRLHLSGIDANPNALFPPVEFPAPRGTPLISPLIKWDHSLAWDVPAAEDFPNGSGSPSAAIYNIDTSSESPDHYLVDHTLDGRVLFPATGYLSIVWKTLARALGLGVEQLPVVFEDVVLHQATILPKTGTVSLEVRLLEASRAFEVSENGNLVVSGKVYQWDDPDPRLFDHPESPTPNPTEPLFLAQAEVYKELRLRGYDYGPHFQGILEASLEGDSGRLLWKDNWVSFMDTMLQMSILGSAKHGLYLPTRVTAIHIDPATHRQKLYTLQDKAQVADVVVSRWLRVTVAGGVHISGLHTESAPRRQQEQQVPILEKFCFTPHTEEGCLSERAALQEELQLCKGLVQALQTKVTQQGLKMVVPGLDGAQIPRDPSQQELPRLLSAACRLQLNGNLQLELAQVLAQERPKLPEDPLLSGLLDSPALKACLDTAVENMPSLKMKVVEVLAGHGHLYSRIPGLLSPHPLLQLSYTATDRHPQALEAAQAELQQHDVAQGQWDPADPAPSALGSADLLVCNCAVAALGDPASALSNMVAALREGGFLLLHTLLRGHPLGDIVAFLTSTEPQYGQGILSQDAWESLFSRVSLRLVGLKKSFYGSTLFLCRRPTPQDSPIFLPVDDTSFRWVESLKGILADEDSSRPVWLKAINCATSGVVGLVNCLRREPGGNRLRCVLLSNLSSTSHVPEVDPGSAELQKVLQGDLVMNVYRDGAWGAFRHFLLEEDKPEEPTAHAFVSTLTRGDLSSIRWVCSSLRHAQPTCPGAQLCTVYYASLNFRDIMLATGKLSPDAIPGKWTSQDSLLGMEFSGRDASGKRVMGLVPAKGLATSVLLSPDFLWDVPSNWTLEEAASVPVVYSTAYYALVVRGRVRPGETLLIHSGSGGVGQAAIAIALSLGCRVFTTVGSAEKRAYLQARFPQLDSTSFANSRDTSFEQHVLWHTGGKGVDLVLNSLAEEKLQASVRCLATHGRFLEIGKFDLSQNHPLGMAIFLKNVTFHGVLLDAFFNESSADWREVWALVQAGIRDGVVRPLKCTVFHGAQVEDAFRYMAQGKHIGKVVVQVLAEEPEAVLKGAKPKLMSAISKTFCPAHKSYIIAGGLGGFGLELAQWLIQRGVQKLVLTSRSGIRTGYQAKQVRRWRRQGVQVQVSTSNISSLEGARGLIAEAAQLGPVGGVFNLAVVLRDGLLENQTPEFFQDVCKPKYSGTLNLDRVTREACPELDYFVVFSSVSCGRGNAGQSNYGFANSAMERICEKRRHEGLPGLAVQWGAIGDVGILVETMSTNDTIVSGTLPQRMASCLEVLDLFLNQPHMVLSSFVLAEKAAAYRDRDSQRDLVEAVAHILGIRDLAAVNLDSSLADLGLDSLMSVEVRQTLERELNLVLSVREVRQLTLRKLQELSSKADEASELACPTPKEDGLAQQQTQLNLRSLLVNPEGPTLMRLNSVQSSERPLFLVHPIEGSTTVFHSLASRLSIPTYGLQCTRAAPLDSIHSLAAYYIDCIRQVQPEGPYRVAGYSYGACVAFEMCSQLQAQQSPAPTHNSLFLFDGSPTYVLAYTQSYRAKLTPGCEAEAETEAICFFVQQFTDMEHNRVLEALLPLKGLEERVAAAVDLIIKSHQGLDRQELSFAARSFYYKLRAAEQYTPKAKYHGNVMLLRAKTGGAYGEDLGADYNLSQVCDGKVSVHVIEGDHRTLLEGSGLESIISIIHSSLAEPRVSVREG
PABP1 MLLE inh: inhibitors of microRNA-mediated deadenylation, human PABP1 MLLE binding | P11940 | GST-MLLE / FITC-PAM2 fluorescence polarization | inhibition, % at 20 µM | 360,000 compounds, 0.36% hits; in the data active = inhibition above about 35%, passing the limit was not always enough;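 note: plate controls were DMSO wells with GST-MLLE for no effect and wells lacking GST-MLLE protein for full effect; some results filed as inactive read as strong as hits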
Rpn11 block: inhibitors of human proteasome Rpn11. 360,000 compounds, 0.59% hits. calls only at 20 µM. human 26S proteasome, Ub4-pepOG fluorescence polarization; 20S core pre-blocked with epoxomicin. O00487;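 active = inhibition at 20 µM, scaled to each plate's controls, above about 33%, limit read from the data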
bovine MsrA act: bovine methionine sulfoxide reductase A activation | 360,000 compounds, 0.3% hits | AID 602163 | purified bovine MsrA, absorbance read-out | activation, % at 10.6 µM; in the data active = activation above about 7.5%;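 note: 0% = vehicle and 100% = reference activator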
CSN inh: inhibitors of human CSN-mediated cullin deneddylation | Q92905 | Purified CSN, SCF-Nedd8-OG deneddylation, fluorescence polarization | inhibition, % at 12.5 µM | 360,000 compounds, 0.38% hits | AID 651999;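 active = pattern-corrected inhibition above about 35%, with an unprinted fluorescence ratio check between 0.5 and 1.5, limit read from the data, passing the limit was not always enough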;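 note: 0% = enzyme with substrate and 100% = substrate without enzyme; some results filed as inactive read as strong as hits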
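Test system: Human Csn5 produced in HEK293T cells | Compound: 12.5 µM single point | Times: 90 min, room temperature | Signal: Fluorescence polarization readout | Read-out basis: % inhibition of substrate cleavage by Csn5 | Controls: no-enzyme wells high, enzyme-with-substrate wells low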
Rin1 Abl inh: human Rin1-Abl interaction inhibition | P00519+Q13671 | TR-FRET Rin1/Abl binding, biochemical | inhibition, % at 7.35 µM | 360,000 compounds, 0.4% hits | AID 588664; in the data active = inhibition above about 5%, passing the limit was not always enough
MsrA inhibitor: inhibits bovine methionine sulfoxide reductase A; purified bovine MsrA, absorbance read-out; inhibition, % at 15.5 µM; 360,000 compounds, 0.75% hits; in the data active = inhibition above about 4.5%;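 note: 0% = vehicle wells with enzyme and 100% = reference inhibitor wells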
* marks the source's active call; other numbers are inactive results. Rows were taken by chance, and some 3.7% of all compounds hit somewhere here.

Start of the data: the first 4 records (preview)
For CCOc1ncccc1C(=O)OCC(=O)Nc1ccc(S(=O)(=O)N2CCOCC2)cc1 the results were E coli Lon inh -2, MT1-MMP act inh -1, FAS TE block -8, PABP1 MLLE inh -8, Rpn11 block inactive, bovine MsrA act -3, CSN inh 1, Rin1 Abl inh 2 and MsrA inhibitor 0.5.
For Cc1cccc(NC(=O)Nc2ccc(F)cc2)n1 the results were E coli Lon inh 9, MT1-MMP act inh -7, FAS TE block 0, PABP1 MLLE inh -1, Rpn11 block inactive, bovine MsrA act -2, CSN inh 3, Rin1 Abl inh 0 and MsrA inhibitor -0.3.
N#CCC(N)=C(C#N)C#N was read as E coli Lon inh -2, MT1-MMP act inh -6, FAS TE block -1, PABP1 MLLE inh 4, Rpn11 block inactive, bovine MsrA act 0, CSN inh -5, Rin1 Abl inh -22 and MsrA inhibitor 0.9.
CCN(C[C@H]1N[C@@](Cc2ccccc2)(C(=O)OC)[C@H]2C(=O)N(Cc3ccccc3)C(=O)[C@@H]12)C(=O)Nc1ccc(C)cc1 was read as E coli Lon inh 8, MT1-MMP act inh -1, FAS TE block 24, PABP1 MLLE inh -1, Rpn11 block inactive, bovine MsrA act -4, CSN inh 1, Rin1 Abl inh 0 and MsrA inhibitor 2.0.

Results, previewed entries included:
For CCOc1ncccc1C(=O)OCC(=O)Nc1ccc(S(=O)(=O)N2CCOCC2)cc1 the results were E coli Lon inh -2, MT1-MMP act inh -1, FAS TE block -8, PABP1 MLLE inh -8, Rpn11 block inactive, bovine MsrA act -3, CSN inh 1, Rin1 Abl inh 2 and MsrA inhibitor 0.5.
For Cc1cccc(NC(=O)Nc2ccc(F)cc2)n1 the results were E coli Lon inh 9, MT1-MMP act inh -7, FAS TE block 0, PABP1 MLLE inh -1, Rpn11 block inactive, bovine MsrA act -2, CSN inh 3, Rin1 Abl inh 0 and MsrA inhibitor -0.3.
N#CCC(N)=C(C#N)C#N was read as E coli Lon inh -2, MT1-MMP act inh -6, FAS TE block -1, PABP1 MLLE inh 4, Rpn11 block inactive, bovine MsrA act 0, CSN inh -5, Rin1 Abl inh -22 and MsrA inhibitor 0.9.
CCN(C[C@H]1N[C@@](Cc2ccccc2)(C(=O)OC)[C@H]2C(=O)N(Cc3ccccc3)C(=O)[C@@H]12)C(=O)Nc1ccc(C)cc1 was read as E coli Lon inh 8, MT1-MMP act inh -1, FAS TE block 24, PABP1 MLLE inh -1, Rpn11 block inactive, bovine MsrA act -4, CSN inh 1, Rin1 Abl inh 0 and MsrA inhibitor 2.0.
COc1ccccc1NC(=O)CSc1nc(=O)n2cc(C)ccc2n1 was read as E coli Lon inh 4, MT1-MMP act inh 1, FAS TE block -4, PABP1 MLLE inh 0, Rpn11 block inactive, bovine MsrA act -3, CSN inh -2, Rin1 Abl inh -3 and MsrA inhibitor 1.5.
Screening CN(C)CCNC(=O)c1onc(CSc2ccc(F)c(F)c2)c1C(=O)NCCN(C)C returned E coli Lon inh -8, MT1-MMP act inh 1, FAS TE block -7, PABP1 MLLE inh -6, Rpn11 block inactive, bovine MsrA act 0, CSN inh 1, Rin1 Abl inh 1 and MsrA inhibitor 0.7.
Screening NC(=O)Nc1ccc2c(c1)OCCO2 returned E coli Lon inh 0, MT1-MMP act inh -10, FAS TE block -8, PABP1 MLLE inh 0, Rpn11 block inactive, bovine MsrA act -9, CSN inh 0, Rin1 Abl inh 1 and MsrA inhibitor -1.1.
COc1ccc(/C=N/NC(=O)CN2CCCc3ccccc32)c(OC)c1 was read as E coli Lon inh -5, MT1-MMP act inh 1, FAS TE block -3, PABP1 MLLE inh -26, Rpn11 block inactive, bovine MsrA act -5, CSN inh -6, Rin1 Abl inh -1 and MsrA inhibitor 2.9.
Screening COc1cccc(C2/C(=C(/O)c3ccc(F)cc3)C(=O)C(=O)N2CCN(C)C)c1 (centres undefined) returned E coli Lon inh -10, MT1-MMP act inh 0, FAS TE block -5, PABP1 MLLE inh 10, Rpn11 block inactive, bovine MsrA act -4, CSN inh 1, Rin1 Abl inh 1 and MsrA inhibitor 2.6.
For O=C(CSc1nnc(-c2ccc3c(c2)OCO3)o1)Nc1c(F)cccc1F the results were E coli Lon inh 0, MT1-MMP act inh -3, FAS TE block -6, PABP1 MLLE inh -19, Rpn11 block inactive, bovine MsrA act -3, CSN inh 1, Rin1 Abl inh 3 and MsrA inhibitor -0.9.
Screening Cc1cc(C(=O)NNc2ccc(Cl)cc2)no1 returned E coli Lon inh 6, MT1-MMP act inh 3, FAS TE block -5, PABP1 MLLE inh -8, Rpn11 block inactive, bovine MsrA act -4, CSN inh -2, Rin1 Abl inh 2 and MsrA inhibitor 0.1.
Screening Cc1occc1C(=O)Nc1nnc(C(F)(F)F)s1 returned E coli Lon inh -5, MT1-MMP act inh -1, FAS TE block -7, PABP1 MLLE inh -3, Rpn11 block inactive, bovine MsrA act -13, CSN inh 0, Rin1 Abl inh -1 and MsrA inhibitor 1.1.
Screening COc1ccc(S(=O)(=O)Nc2ccc3oc(C)c(C(C)=O)c3c2)cc1 returned E coli Lon inh -1, MT1-MMP act inh -5, FAS TE block 11, PABP1 MLLE inh 6, Rpn11 block inactive, bovine MsrA act -1, CSN inh -4, Rin1 Abl inh 3 and MsrA inhibitor 0.7.
Cn1ncc2c(N)nc(NCCO)nc21 was read as E coli Lon inh 11, MT1-MMP act inh -1, FAS TE block -4, PABP1 MLLE inh -4, Rpn11 block inactive, bovine MsrA act -7, CSN inh -1, Rin1 Abl inh 3 and MsrA inhibitor 2.5.
For O=C(NC(=S)NCc1nc2ccccc2[nH]1)c1ccc(F)cc1 the results were E coli Lon inh -6, MT1-MMP act inh 4, FAS TE block 4, PABP1 MLLE inh 27, Rpn11 block inactive, bovine MsrA act -4, CSN inh 5, Rin1 Abl inh 0 and MsrA inhibitor 0.4.
For COCCn1c(N)c(N(Cc2ccccc2)C(=O)COc2ccc(F)cc2Cl)c(=O)[nH]c1=O the results were E coli Lon inh -7, MT1-MMP act inh 3, FAS TE block -3, PABP1 MLLE inh 3, Rpn11 block inactive, bovine MsrA act -1, CSN inh 3, Rin1 Abl inh 3 and MsrA inhibitor 1.4.
For CCOc1ccc(-c2cc(C(=O)Nc3cc(OC)c(OC)c(OC)c3)[nH]n2)c(C)c1 the results were E coli Lon inh -6, MT1-MMP act inh 0, FAS TE block -4, PABP1 MLLE inh -2, Rpn11 block inactive, bovine MsrA act -4, CSN inh 0, Rin1 Abl inh 4 and MsrA inhibitor -0.7.
For c1csc(-c2noc(CN3CCN4CCCC4C3)n2)c1 (centres undefined) the results were E coli Lon inh 1, MT1-MMP act inh -2, FAS TE block -1, PABP1 MLLE inh 3, Rpn11 block inactive, bovine MsrA act 1, CSN inh -2, Rin1 Abl inh -1 and MsrA inhibitor 0.3.
For O=C(CCC(=O)N(CC(=O)NC1CCCC1)c1ccc(F)cc1)Nc1nccs1 the results were E coli Lon inh -5, MT1-MMP act inh -4, FAS TE block -3, PABP1 MLLE inh 1, Rpn11 block inactive, bovine MsrA act -4, CSN inh 0, Rin1 Abl inh 0 and MsrA inhibitor -1.1.
`OC[C@@H]1CN(Cc2ccncc2)C[C@H](n2cnc3c(NCc4ccco4)ncnc32)O1` gave E coli Lon inh -1, MT1-MMP act inh -4, FAS TE block -6, PABP1 MLLE inh 11, Rpn11 block inactive, bovine MsrA act 0, CSN inh -2, Rin1 Abl inh -1 and MsrA inhibitor 0.6.
CCOC(=O)c1sc(Nc2ccccc2Cl)nc1C was read as E coli Lon inh -7, MT1-MMP act inh -5, FAS TE block 19, PABP1 MLLE inh 0, Rpn11 block inactive, bovine MsrA act -3, CSN inh 3, Rin1 Abl inh -2 and MsrA inhibitor 2.4.
COc1ccc(C(=O)Nc2ccc(Nc3ccccc3)cc2)cc1OC was read as E coli Lon inh -7, MT1-MMP act inh 0, FAS TE block 1, PABP1 MLLE inh 3, Rpn11 block inactive, bovine MsrA act -4, CSN inh 3, Rin1 Abl inh 0 and MsrA inhibitor 0.8.
`O=[N+]([O-])c1ccc2nc(SCc3cn4ccccc4n3)[nH]c2c1` gave E coli Lon inh 0, MT1-MMP act inh 3, FAS TE block 21, PABP1 MLLE inh -111, Rpn11 block inactive, bovine MsrA act 0, CSN inh -1, Rin1 Abl inh -2 and MsrA inhibitor 1.7.
Screening CCOc1ccc(C(=O)Nc2cc(-c3nc4ccccc4[nH]3)ccc2C)cc1[N+](=O)[O-] returned E coli Lon inh -4, MT1-MMP act inh -3, FAS TE block 15, PABP1 MLLE inh 11, Rpn11 block inactive, bovine MsrA act -9, CSN inh 4, Rin1 Abl inh 2 and MsrA inhibitor 1.3.
COC(=O)CN1C(=O)C2(C(C#N)=C(N)Oc3cc(C)oc(=O)c32)c2ccccc21 (centres undefined) was read as E coli Lon inh 3, MT1-MMP act inh -4, FAS TE block -10, PABP1 MLLE inh -6, Rpn11 block inactive, bovine MsrA act -8, CSN inh -1, Rin1 Abl inh -1 and MsrA inhibitor -0.2.
`CC1Nc2ncnc(N3CCc4ccccc4C3)c2N(Cc2ccccc2)C1=O` (centres undefined) gave E coli Lon inh -12, MT1-MMP act inh 2, FAS TE block 7, PABP1 MLLE inh -15, Rpn11 block inactive, bovine MsrA act -2, CSN inh 3, Rin1 Abl inh 1 and MsrA inhibitor 0.3.
`O=C(CCN1CCc2ccccc2C(c2ccccc2)C1)c1ccc2c(c1)OCCO2` (centres undefined) gave E coli Lon inh -9, MT1-MMP act inh 3, FAS TE block 17, PABP1 MLLE inh 30, Rpn11 block active, bovine MsrA act -4, CSN inh 3, Rin1 Abl inh -1 and MsrA inhibitor -0.5.
For Cc1ccc2nc(NS(=O)(=O)c3cn(C)nc3C)sc2c1 the results were E coli Lon inh 4, MT1-MMP act inh -2, FAS TE block -2, PABP1 MLLE inh 4, Rpn11 block inactive, bovine MsrA act -5, CSN inh 5, Rin1 Abl inh 0 and MsrA inhibitor 2.1.
`Cc1cc(=O)n(C)c(=O)n1CCCCCCOc1cccc([N+](=O)[O-])c1` gave E coli Lon inh 3, MT1-MMP act inh 1, FAS TE block 5, PABP1 MLLE inh -9, Rpn11 block inactive, bovine MsrA act -1, CSN inh 4, Rin1 Abl inh -2 and MsrA inhibitor 0.6.
C[C@@H]1CN(Cc2nnnn2CC(=O)NCCCn2cccn2)C[C@H](C)O1 was read as E coli Lon inh -9, MT1-MMP act inh 0, FAS TE block -12, PABP1 MLLE inh 11, Rpn11 block inactive, bovine MsrA act -7, CSN inh 4, Rin1 Abl inh 0 and MsrA inhibitor -1.5.
Screening CC(C)c1cc(C(=O)Nc2cc(Cl)ccc2O)no1 returned E coli Lon inh 0, MT1-MMP act inh -7, FAS TE block -12, PABP1 MLLE inh -5, Rpn11 block inactive, bovine MsrA act -9, CSN inh -3, Rin1 Abl inh 0 and MsrA inhibitor 1.6.
COc1ccc(Cl)cc1C(=O)Nc1cc(=O)n(C)c(=O)n1C was read as E coli Lon inh -2, MT1-MMP act inh -1, FAS TE block -4, PABP1 MLLE inh 8, Rpn11 block inactive, bovine MsrA act -1, CSN inh -2, Rin1 Abl inh -1 and MsrA inhibitor -1.0.
COc1cccc(C=CC(=O)C=CC=Cc2ccccc2)c1 was read as E coli Lon inh -1, MT1-MMP act inh -6, FAS TE block 8, PABP1 MLLE inh -7, Rpn11 block inactive, bovine MsrA act 1, CSN inh 4, Rin1 Abl inh -3 and MsrA inhibitor 0.5.
